Bioassay records: PubChem BioAssay, several laboratories
Ins promoter up = MIN6 insulin promoter up-regulation; MIN6 insulin promoter-GFP reporter, high-content imaging; hits give high values; z-score at 5 µM; hit rate 0.3% among 190,000; AID 1625;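 active = z-score above 3 at 5 µM with at least 500 cells counted in the well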
CSM14.1 death rescue = protection against thapsigargin-triggered cell killing – 384-well, CSM14.1, ATP luminescence, primary screen (AID 1222). CSM14.1 thapsigargin-induced death rescue, ATP luminescence; higher % means a stronger effect. one-dose cellular ATP content (survival), % at 20 µM; EC50 in µM for titrated hits. 190,000 tested, under 10 active;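 active = EC50 below 50 µM in the dose-response confirmation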;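 also: death triggered by thapsigargin at about 15 µM added after 2 h compound pretreatment; cell ATP read after overnight thapsigargin exposure of roughly 18 to 22 hours; normalized against plate controls of thapsigargin alone and 5% DMSO vehicle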
WT yeast gro inh = growth inhibition of WT yeast, mitochondrial fusion screen; mitochondrial fusion phenotypic screen, WT strain; inhibition, % at 10 µM; hit rate 2.1% among 190,000; AID 1362; in the data active = inhibition above about 58%; tested in S. cerevisiae
Lipid droplet = modulators of hepatic lipid droplet formation | AML12 mouse hepatocytes, oleate lipid droplets, BODIPY imaging | hit rate 0.4% among 240,000 | inhibition, % at 6.5 µM;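 active = lipid droplet intensity inhibited by at least 50%, with more than 500 cells counted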
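material = mouse AML12 hepatocyte cell line, fixed after treatment | also added = 100 µM oleic acid challenge | doses = compound at 6.5 µM only | schedule = overnight exposure | technique = Image-based BODIPY and DAPI two-channel analysis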
bCat nuc transl = modulators of beta-catenin nuclear translocation; AID 1665; HeLa beta-catenin nuclear translocation, immunofluorescence imaging; nuclear translocation activity, % at 5 µM; hit rate 0.3% among 190,000;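 active = nuclear translocation activity above 50% at 5 µM, with a well cell count of 50 or more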;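 also: per-cell ratio of nuclear to cytoplasmic median beta-catenin stain intensity; plate controls were DMSO negative control for no effect and GSK-3 inhibitor IX positive control for full effect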
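Technique: fluorescence imaging of beta-catenin antibody stain plus DAPI / Material: human HeLa cell line / Incubation: compound treatment 24 h, 37°C, 5% CO2 / Read-out basis: % activation of per-cell nuclear versus cytoplasmic median beta-catenin signal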
Autophagy HCS = modulators of autophagy. MEF GFP-LC3 puncta imaging; test concentration mostly 10 µM. calls only at 10 µM (by protocol). hit rate 0.98% among 190,000. AID 463193;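 active = percentage of spot-positive cells more than 3 SD above its plate mean, without a fluorescence outlier flag or 80% toxicity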;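 also: spot-positive cell cutoff set from DMSO-treated cells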
Dynein cargo inh = blocks dynein driven cargo transport along microtubules; hit rate 0.47% among 220,000; 3617.4 mouse cells, GR-EGFP nuclear translocation imaging; test concentration mostly 20 µM; stimulated with dexamethasone, 1 µM; hits give low values; z-score, hits read low;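 active = plate z-score of nuclear minus cytoplasmic receptor signal below a set negative limit, without overly bright fluorescence or cell loss, cut at about -3.5 in these data, passing the limit was not always enough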;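 also: z-score of nuclear minus cytoplasmic ring GR-EGFP intensity difference per well; some compounds called inactive have numbers as strong as hits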
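Buffer or medium: tet-free, stripped-serum medium; reagent: dexamethasone at 1.0 µM final, 30 min; incubation: 48 h induction, 1 h compound, 30 min dex at 37 °C; measured by: formaldehyde fixation, Hoechst nuclear stain, 10x automated fluorescence imaging; read-out: nuclear-to-cytoplasmic GR-EGFP distribution per well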
MT stabilizer = stabilizes microtubules in HeLa cells; HeLa tubulin immunostaining HCS, 24 h; share of cells brighter than vehicle mean+2SD; % tubulin-high responders, % at 10 µM; hit rate 0.83% among 200,000; AID 2205;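 active = plate Z-score above 3 for both tubulin-high and condensed-nucleus cell shares, with cell loss under 80%, at 10 µM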;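 also: anti alpha tubulin signal scored within the nucleus-defined area of each cell; some results filed as inactive read as strong as hits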
XIAP displacement = small molecules displacing peptide from XIAP – biochemical, IAP family, fluorescence polarization (AID 1018). XIAP BIR domain, fluorescence polarization peptide displacement; higher % means a stronger effect. displacement, % at 20 µM, or IC50 in µM where a hit was titrated. hit rate 0.007% among 200,000; in the data active = displacement above about 50%; also: a part of the inactive calls stands beside numbers as strong as those of hits
WT yeast gro inh mutant strain = recorded beside WT yeast gro inh, whose call it bears; inhibition, %; mitochondrial fusion phenotypic screen, mutant strain inhibition
Dynein cargo inh cytoplasmic EGFP = further read-out of Dynein cargo inh, marked with its call; z-score; measured here: cytoplasmic GR-EGFP intensity; hits give high values
Dynein cargo inh nuclear GR-EGFP = also measured in Dynein cargo inh; calls as there; z-score; measured here: nuclear GR-EGFP intensity;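 lower value marks the stronger effect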
Dynein cargo inh cell count = recorded beside Dynein cargo inh, whose call it bears; z-score; measured here: cell count per field
Ins promoter up cell count = further read-out of Ins promoter up, marked with its call; cell count; measured here: cytotoxicity, nuclei count;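 total cells summed across four imaged fields per well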
Lipid droplet cells 6.5 µM = further read-out of Lipid droplet, marked with its call; cell count; measured here: cell count, cytotoxicity flag;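 cells counted across two imaged fields per well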
bCat nuc transl cell count 5 µM = further read-out of bCat nuc transl, marked with its call; cell count; measured here: cell count, cytotoxicity flag
MT stabilizer Hoechst-high % = also measured in MT stabilizer; calls as there; % Hoechst-high responders; measured here: nuclear condensation Hoechst responders;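 share of cells brighter than vehicle mean plus two SD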
MT stabilizer cytotoxicity % = also measured in MT stabilizer; calls as there; toxicity, %; measured here: cytotoxicity by cell density;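 0% = mean cell density of plate MIN control wells and 100% = no cells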
Autophagy HCS cell loss 18 h = also measured in Autophagy HCS; calls as there; toxicity, %; measured here: cell loss, nuclei count;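 cell loss after 18 h compound exposure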
Starred values were filed as active, the others as inactive.

How did CC(=O)c1ccc(NC(=O)CCCN2C(=O)/C(=C/C(C)=C/c3ccccc3)SC2=S)cc1 do in these assays?
Ins promoter up: -0.65; CSM14.1 death rescue: 3.1%; WT yeast gro inh: 7; Lipid droplet: -3; bCat nuc transl: 3.8; Autophagy HCS: inactive; Dynein cargo inh: -0.43; MT stabilizer: 1.9; XIAP displacement: -4.9%; WT yeast gro inh mutant strain: -5; Dynein cargo inh cytoplasmic EGFP: 0.077; Dynein cargo inh nuclear GR-EGFP: 0.028; Dynein cargo inh cell count: -0.0011; Ins promoter up cell count: 1399; Lipid droplet cells 6.5 µM: 655; bCat nuc transl cell count 5 µM: 1083; MT stabilizer Hoechst-high %: 2.2; MT stabilizer cytotoxicity %: 5.9; Autophagy HCS cell loss 18 h: 19

Results for COc1ccc(NC(=O)C2CCCN(S(=O)(=O)c3cccc4nonc34)C2)cc1 (stereo not drawn) ?
Ins promoter up: -0.56; CSM14.1 death rescue: -4.1%; WT yeast gro inh: 12; Lipid droplet: -3; bCat nuc transl: -4.3; Autophagy HCS: inactive; Dynein cargo inh: -0.19; MT stabilizer: 1.7; XIAP displacement: -1.2%; WT yeast gro inh mutant strain: 8; Dynein cargo inh cytoplasmic EGFP: -0.048; Dynein cargo inh nuclear GR-EGFP: -0.089; Dynein cargo inh cell count: -0.099; Ins promoter up cell count: 931; Lipid droplet cells 6.5 µM: 807; bCat nuc transl cell count 5 µM: 1187; MT stabilizer Hoechst-high %: 1.8; MT stabilizer cytotoxicity %: 3.8; Autophagy HCS cell loss 18 h: 8

How did CCOc1ccccc1N1CCN(C(=S)Nc2ccc(S(N)(=O)=O)cc2)CC1 do in these assays?
Ins promoter up: 0.78; CSM14.1 death rescue: -1.8%; WT yeast gro inh: -8; Lipid droplet: 21; bCat nuc transl: -5.3; Autophagy HCS: inactive; Dynein cargo inh: -0.012; MT stabilizer: 2.1; XIAP displacement: -5.6%; WT yeast gro inh mutant strain: 13; Dynein cargo inh cytoplasmic EGFP: -0.19; Dynein cargo inh nuclear GR-EGFP: 0.14; Dynein cargo inh cell count: -0.85; Ins promoter up cell count: 1169; Lipid droplet cells 6.5 µM: 685; bCat nuc transl cell count 5 µM: 560; MT stabilizer Hoechst-high %: 2.5; MT stabilizer cytotoxicity %: 12; Autophagy HCS cell loss 18 h: -6

Results for COc1ccc(CNC(=O)CCN2C(=O)c3ccncc3C2=O)cc1OC ?
Ins promoter up: -0.35; Lipid droplet: -4; bCat nuc transl: -0.7; Dynein cargo inh: -0.054; Dynein cargo inh cytoplasmic EGFP: 0.41; Dynein cargo inh nuclear GR-EGFP: 0.98; Dynein cargo inh cell count: -1.3; Ins promoter up cell count: 1046; Lipid droplet cells 6.5 µM: 705; bCat nuc transl cell count 5 µM: 1352

Results for COc1ccc(SCCc2ccncc2)cc1 ?
Ins promoter up: -0.99; CSM14.1 death rescue: 3.6%; WT yeast gro inh: -10; Lipid droplet: -2; bCat nuc transl: -0.6; Autophagy HCS: inactive; Dynein cargo inh: 0.56; MT stabilizer: 3.7; XIAP displacement: -8.8%; WT yeast gro inh mutant strain: -10; Dynein cargo inh cytoplasmic EGFP: -0.25; Dynein cargo inh nuclear GR-EGFP: 0.54; Dynein cargo inh cell count: 0.099; Ins promoter up cell count: 1455; Lipid droplet cells 6.5 µM: 681; bCat nuc transl cell count 5 µM: 1018; MT stabilizer Hoechst-high %: 1.8; MT stabilizer cytotoxicity %: 4.1; Autophagy HCS cell loss 18 h: 1

Results for N#Cc1nc(-c2ccccc2Cl)oc1N1CCCCC1 ?
Ins promoter up: -1.5; CSM14.1 death rescue: -1.9%; WT yeast gro inh: 15; bCat nuc transl: -6.6; Autophagy HCS: inactive; Dynein cargo inh: -0.43; MT stabilizer: 4.7; XIAP displacement: -5.6%; WT yeast gro inh mutant strain: -3; Dynein cargo inh cytoplasmic EGFP: -0.18; Dynein cargo inh nuclear GR-EGFP: 0.12; Dynein cargo inh cell count: -0.31; Ins promoter up cell count: 1032; bCat nuc transl cell count 5 µM: 1003; MT stabilizer Hoechst-high %: 3.8; MT stabilizer cytotoxicity %: 5.7; Autophagy HCS cell loss 18 h: -9

Results for CC(=O)OC(COC1C[C@@H]2CC[C@@]1(C)C2(C)C)C[N+]1(C)CCCCC1 (stereo partly drawn) ?
Ins promoter up: -0.11; Lipid droplet: -6; bCat nuc transl: -2.8; Dynein cargo inh: -0.16; Dynein cargo inh cytoplasmic EGFP: -0.11; Dynein cargo inh nuclear GR-EGFP: -0.097; Dynein cargo inh cell count: 0.44; Ins promoter up cell count: 1369; Lipid droplet cells 6.5 µM: 691; bCat nuc transl cell count 5 µM: 1146

Results for Cc1cccc(NC(=S)Nc2cccc(C)n2)n1 ?
Ins promoter up: -0.74; Lipid droplet: -28; bCat nuc transl: -1.6; Dynein cargo inh: 1.5; Dynein cargo inh cytoplasmic EGFP: -0.15; Dynein cargo inh nuclear GR-EGFP: 0.5; Dynein cargo inh cell count: -0.77; Ins promoter up cell count: 1435; Lipid droplet cells 6.5 µM: 809; bCat nuc transl cell count 5 µM: 1309

What do the screens show for `CCC(Sc1nc(C)cc(C)n1)C(=O)NC1=NN=C(c2ccc(C)cc2)CS1` (stereo not drawn)?
Ins promoter up: -0.68; CSM14.1 death rescue: -1.8%; WT yeast gro inh: 6; bCat nuc transl: 0.8; Autophagy HCS: inactive; Dynein cargo inh: 0.47; MT stabilizer: 2.5; XIAP displacement: 0.4%; WT yeast gro inh mutant strain: 6; Dynein cargo inh cytoplasmic EGFP: 0.16; Dynein cargo inh nuclear GR-EGFP: 0.85; Dynein cargo inh cell count: -0.16; Ins promoter up cell count: 1346; bCat nuc transl cell count 5 µM: 1359; MT stabilizer Hoechst-high %: 1.4; MT stabilizer cytotoxicity %: 3.9; Autophagy HCS cell loss 18 h: -21

What do the screens show for `CS(=O)(=O)N(CC(=O)N1CCN(c2cccc(Cl)c2)CC1)c1cccc(F)c1`?
Ins promoter up: 0.03; WT yeast gro inh: -2; Lipid droplet: -18; bCat nuc transl: -1.0; Autophagy HCS: inactive; Dynein cargo inh: 0.25; MT stabilizer: 2.7; XIAP displacement: -5.5%; WT yeast gro inh mutant strain: -3; Dynein cargo inh cytoplasmic EGFP: -0.092; Dynein cargo inh nuclear GR-EGFP: 0.89; Dynein cargo inh cell count: -0.33; Ins promoter up cell count: 1194; Lipid droplet cells 6.5 µM: 613; bCat nuc transl cell count 5 µM: 1150; MT stabilizer Hoechst-high %: 1.3; MT stabilizer cytotoxicity %: 6.2; Autophagy HCS cell loss 18 h: 1

What do the screens show for `COc1cc(N(C(=O)Cc2cccs2)C(C(=O)NC2CCCCC2)c2cccc(OC)c2OC)ccc1-n1cnnn1` (stereo not drawn)?
Ins promoter up: -0.47; CSM14.1 death rescue: -2.7%; WT yeast gro inh: 16; Lipid droplet: -31; bCat nuc transl: -0.2; Autophagy HCS: inactive; Dynein cargo inh: -0.097; MT stabilizer: 4.1; XIAP displacement: 13%; WT yeast gro inh mutant strain: 14; Dynein cargo inh cytoplasmic EGFP: -0.2; Dynein cargo inh nuclear GR-EGFP: 0.13; Dynein cargo inh cell count: -0.0011; Ins promoter up cell count: 1322; Lipid droplet cells 6.5 µM: 558; bCat nuc transl cell count 5 µM: 947; MT stabilizer Hoechst-high %: 2.2; MT stabilizer cytotoxicity %: 9.9; Autophagy HCS cell loss 18 h: 8

How did Cc1cccnc1NC(=S)NC(=O)/C=C/c1ccccc1 do in these assays?
Ins promoter up: -0.38; CSM14.1 death rescue: -0.1%; WT yeast gro inh: 7; Lipid droplet: 8; bCat nuc transl: 1.8; Autophagy HCS: inactive; Dynein cargo inh: -0.33; MT stabilizer: 1.5; XIAP displacement: 2.1%; WT yeast gro inh mutant strain: 12; Dynein cargo inh cytoplasmic EGFP: -0.27; Dynein cargo inh nuclear GR-EGFP: -0.19; Dynein cargo inh cell count: 0.81; Ins promoter up cell count: 1395; Lipid droplet cells 6.5 µM: 673; bCat nuc transl cell count 5 µM: 955; MT stabilizer Hoechst-high %: 1.8; MT stabilizer cytotoxicity %: 4.4; Autophagy HCS cell loss 18 h: -39

How did Cn1cccc1CC(=O)N/N=C/C=C/c1ccccc1 do in these assays?
Ins promoter up: 0.31; CSM14.1 death rescue: -3.1%; WT yeast gro inh: -7; Lipid droplet: -5; bCat nuc transl: -4.1; Autophagy HCS: inactive; Dynein cargo inh: -0.3; MT stabilizer: 3.9; XIAP displacement: -3.9%; WT yeast gro inh mutant strain: -9; Dynein cargo inh cytoplasmic EGFP: -0.24; Dynein cargo inh nuclear GR-EGFP: 0.59; Dynein cargo inh cell count: -0.0054; Ins promoter up cell count: 1307; Lipid droplet cells 6.5 µM: 603; bCat nuc transl cell count 5 µM: 576; MT stabilizer Hoechst-high %: 3.0; MT stabilizer cytotoxicity %: 5.3; Autophagy HCS cell loss 18 h: -3
